From PubChem BioAssay
STK33 inh: inhibitors of purified STK33 kinase, primary screen, biochemical, ADP-Glo luminescence, homogeneous, cell-free; inhibition, % at 10 µM; MBP phosphorylation; Serine/threonine-protein kinase 33 (Homo sapiens), Q9BYT3; hit rate 0.073% among 320,000;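 active = inhibition at or above 25%, using the most active replicate where run in duplicate; inactive = inhibition below 25%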
Target sequence (Q9BYT3 whole entry, looked up): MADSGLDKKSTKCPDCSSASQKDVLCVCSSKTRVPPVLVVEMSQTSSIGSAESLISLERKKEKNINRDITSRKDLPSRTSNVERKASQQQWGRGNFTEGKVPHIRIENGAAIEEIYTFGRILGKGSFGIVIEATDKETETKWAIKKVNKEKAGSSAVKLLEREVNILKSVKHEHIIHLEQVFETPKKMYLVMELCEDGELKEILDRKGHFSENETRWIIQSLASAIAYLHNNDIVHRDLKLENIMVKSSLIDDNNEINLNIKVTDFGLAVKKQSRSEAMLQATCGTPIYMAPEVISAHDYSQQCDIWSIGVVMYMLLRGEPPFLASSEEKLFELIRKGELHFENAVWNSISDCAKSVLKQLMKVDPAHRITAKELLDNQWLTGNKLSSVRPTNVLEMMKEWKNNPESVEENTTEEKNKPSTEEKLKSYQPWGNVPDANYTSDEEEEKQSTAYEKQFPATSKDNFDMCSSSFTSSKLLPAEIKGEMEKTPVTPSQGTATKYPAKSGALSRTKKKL
Kir21 inh: inhibitors of mouse Kir2.1 inward-rectifier potassium channel | Inward rectifier potassium channel 2 (Mus musculus), P35561 | HEK293-Kir2.1, FluxOR thallium flux fluorescence; stronger effect = lower value | B-score at 10 µM | hit rate 0.85% among 310,000 | AID 1672, 2009;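 active = fluorescence ratio B-score at or below minus 3 SD of library scores, with starting-brightness B-score within 2 SD, cut at about -4.2 in these data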;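 note: channel flux triggered by added potassium and thallium sulfate stimulus; B-score of peak minus minimum fluorescence over baseline after thallium stimulus; more negative B-score means stronger Kir2.1 block with less thallium influx; some compounds called inactive have numbers as strong as hits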
Target sequence (P35561 whole entry, looked up): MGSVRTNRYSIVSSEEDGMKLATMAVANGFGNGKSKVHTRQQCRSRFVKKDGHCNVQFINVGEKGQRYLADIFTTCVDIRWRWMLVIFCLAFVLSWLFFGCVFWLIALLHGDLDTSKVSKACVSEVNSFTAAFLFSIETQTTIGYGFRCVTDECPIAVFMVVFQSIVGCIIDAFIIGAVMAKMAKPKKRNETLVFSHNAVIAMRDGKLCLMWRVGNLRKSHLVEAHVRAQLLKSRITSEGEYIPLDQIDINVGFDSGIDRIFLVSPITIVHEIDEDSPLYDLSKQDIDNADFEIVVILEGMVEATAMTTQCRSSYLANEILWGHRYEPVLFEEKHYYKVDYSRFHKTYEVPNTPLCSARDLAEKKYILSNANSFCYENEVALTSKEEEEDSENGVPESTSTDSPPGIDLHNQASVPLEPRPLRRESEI
Numbers without * were called inactive.

For CC(NC(=O)N1CCN(c2ccccc2F)CC1)c1ccc(F)c(F)c1 (stereo not given) the results were STK33 inh -2.0 and Kir21 inh 1.09.
Screening CCC(C)NC(=O)NC(=O)CSc1nnc(-c2ccccc2F)n1C1CC1 (stereo not given) returned STK33 inh 0.1 and Kir21 inh -0.12.
For CNC(=S)N/N=C/C1=CCC2CC1C2(C)C (stereo not given) the results were STK33 inh -0.7 and Kir21 inh -0.52.
CC(OC(=O)CCN1C(=O)C2CC=CCC2C1=O)C(=O)Nc1cccc(Cl)c1 (stereo not given) was read as STK33 inh -1.7 and Kir21 inh 0.18.
Screening c1ccc(C2=NNC(c3ccco3)=Nc3ccccc32)cc1 returned STK33 inh 2.1 and Kir21 inh 4.32.
Screening CCOc1ccc(S(=O)(=O)Nc2cccc(Cl)c2)cc1 returned STK33 inh -0.6 and Kir21 inh 1.74.
COc1ccc(CCN2C(=O)CC(Sc3ncccc3C(=O)O)C2=O)cc1OC (stereo not given) was read as STK33 inh -1.2 and Kir21 inh 0.54.
COc1ccc(OC)c(CC(=O)Nc2cc(S(=O)(=O)N3CCCCC3)ccc2C)c1 was read as STK33 inh -0.2.
Cc1ccc(C)c(S(=O)(=O)N2CCN(C(=O)c3ccc(N4CCCC4)c([N+](=O)[O-])c3)CC2)c1 was read as STK33 inh 1.0 and Kir21 inh 0.
NC(=O)c1c(NC(=O)CN2CCN(S(=O)(=O)c3ccccc3)CC2)sc2c1CCC2 was read as STK33 inh -1.5 and Kir21 inh 1.26.
`O=C(c1cc2ccccc2o1)N1CCN(Cc2ccccc2)CC1` gave STK33 inh -0.5 and Kir21 inh -0.04.
O=C(O)C1CCC(=O)N(C2CCCCC2)C1c1ccccc1Cl (stereo not given) was read as STK33 inh 0.0 and Kir21 inh -1.78.
`CCN(C[C@H]1N[C@@](CC)(C(=O)OC)[C@H]2C(=O)N(Cc3ccccc3)C(=O)[C@@H]12)S(=O)(=O)c1ccc(C(F)(F)F)cc1` gave STK33 inh 4.1.
COC(=O)c1ccc2c(=O)n(-c3ccc(OC)cc3)c(=S)[nH]c2c1 was read as STK33 inh -1.8 and Kir21 inh 0.36.
COc1ccc(Cl)cc1NC(=S)NCCO was read as STK33 inh -2.4 and Kir21 inh 2.56.
O=C1CCCN1CCCNC(=S)Nc1ccc(Cl)cc1Cl was read as STK33 inh -1.0 and Kir21 inh -1.19.
For O=C(Nc1cnc2ccccn2c1=O)c1ccc(Cl)cc1 the results were STK33 inh -0.4 and Kir21 inh 0.73.
For Cc1c(S(=O)(=O)NC(C)c2ccccc2)c(=O)n(C)c(=O)n1C (stereo not given) the results were STK33 inh 0.5 and Kir21 inh 1.3.
`O=C(c1cc(-c2ccc(F)cc2)on1)N1CCCC1` gave STK33 inh 0.5 and Kir21 inh 0.03.
COc1ccc(N2CCN(Cc3cc(=O)oc4ccc5ccccc5c34)CC2)cc1 was read as STK33 inh 1.8 and Kir21 inh -0.39.

Looked up by structure from the list above:
For CNC(=S)N/N=C/C1=CCC2CC1C2(C)C (stereo not given) the results were STK33 inh -0.7 and Kir21 inh -0.52.
`O=C(c1cc(-c2ccc(F)cc2)on1)N1CCCC1` gave STK33 inh 0.5 and Kir21 inh 0.03.

(more compounds)
Screening Cc1ccc(SCCNS(C)(=O)=O)cc1 returned STK33 inh -0.2 and Kir21 inh 0.18.
`COc1ccc(CNCC(O)(c2ccccc2)c2ccc(Cl)cc2)cc1` (stereo not given) gave STK33 inh -1.9 and Kir21 inh -5.9*.
For Cc1cc(C)n2nc(C(=O)NCC(=O)Nc3ccc(F)c(F)c3)nc2n1 the results were STK33 inh -2.3 and Kir21 inh -1.12.
COc1ccc(CCNC(=O)CC2SC(=NCc3ccccc3OC)NC2=O)cc1 (stereo not given) was read as STK33 inh 3.4 and Kir21 inh 0.72.
O=C(NCCc1ccccc1)C1CCC(Cn2c(=O)c3ccccc3n(Cc3cccc(Cl)c3)c2=O)CC1 (stereo not given) was read as STK33 inh 0.0 and Kir21 inh -0.72.
For CSc1ccccc1NC(=O)c1cc(CC(C)C)on1 the results were STK33 inh -0.4 and Kir21 inh -0.23.
For C/C(=N\NC(=O)c1nnn(-c2nonc2N)c1C(C)C)c1ccncc1 the results were STK33 inh 0.5 and Kir21 inh 1.82.
CCn1nnnc1SCC(=O)N1CCN(c2ccccc2)CC1 was read as STK33 inh -0.2 and Kir21 inh 0.38.
`O=C(Nc1cccc(S(=O)(=O)NC2=NCCC2)c1)c1ccc(=O)[nH]c1` gave STK33 inh 2.8.
For CCN1CCN(Cc2nnc(-c3ccc(C)cc3)o2)CC1 the results were STK33 inh -1.4 and Kir21 inh -0.76.
COc1ccc(S(=O)(=O)NC(Cc2cnc[nH]2)C(=O)O)cc1 (stereo not given) was read as STK33 inh -1.7 and Kir21 inh -0.03.
Screening COc1cc(C2C(C(=O)c3ccco3)=C(O)C(=O)N2CCc2ccccc2)ccc1O (stereo not given) returned STK33 inh -1.5 and Kir21 inh -1.23.
`CC1CN(C(=O)c2ccc(-c3ccccc3Cl)o2)CC(C)O1` (stereo not given) gave Kir21 inh 0.83.
Cn1ncc(Br)c1C(=O)NC1CCCCCCC1 was read as Kir21 inh 1.28.
COc1ccccc1NC(=S)N1CCN(C(=O)C2CCCO2)CC1 (stereo not given) was read as STK33 inh 0.3 and Kir21 inh 0.3.
`Clc1ccccc1OCCCOc1cccc2cccnc12` gave Kir21 inh 0.29.
For O=S(=O)(Nc1cc(Cl)ccc1N1CCCCC1)c1cccs1 the results were STK33 inh -2.9 and Kir21 inh -2.55.
Screening CC(C(=O)NCC(=O)Nc1ccc(F)c(F)c1F)N1CCN(Cc2ccc(C#N)cc2)CC1 (stereo not given) returned STK33 inh -2.2.
For COc1ccc(-c2nc3ccccc3c(C(=O)Nc3ccc(S(=O)(=O)Nc4cc(C)on4)cc3)c2C)cc1 the results were STK33 inh -1.8 and Kir21 inh 1.5.
Screening CCCn1c(NC(=O)c2ccc(C)cc2)nc2ccccc21 returned STK33 inh -1.8 and Kir21 inh 0.7.
`C(=N\Nc1ncnc2nc[nH]c12)/c1cccs1` gave STK33 inh 4.7 and Kir21 inh 0.11.
For O=C(C1CCC(CNS(=O)(=O)c2ccccc2)CC1)N1CCCCC1 (stereo not given) the results were STK33 inh -1.6 and Kir21 inh 1.2.
Screening COc1cc(C(=O)OCc2nc3ccsc3c(=O)[nH]2)c([N+](=O)[O-])cc1OC returned STK33 inh 1.1 and Kir21 inh 0.23.
Screening CC1CCCCN1C(=O)COC(=O)c1ccc(N2CCCC2=O)cc1 (stereo not given) returned STK33 inh -1.0.
`CCNc1nc(NCC)nc(SCC(C)=O)n1` gave STK33 inh 0.5 and Kir21 inh 1.57.
For COc1cccc(Nc2nc(NCCO)c3ccccc3n2)c1 the results were STK33 inh 7.3 and Kir21 inh -1.84.
`CC1(C(=O)NCc2cccnc2)CCC(=O)N1CCc1ccccc1` (stereo not given) gave STK33 inh -0.4 and Kir21 inh -1.51.
For Cc1onc(-c2c(Cl)cccc2Cl)c1C(=O)ONC(=O)c1cc(C(F)(F)F)cc(C(F)(F)F)c1 the results were STK33 inh -2.3 and Kir21 inh -2.17.
Cc1cccc2c1c(N=NC(N)=S)c(O)n2C1OC(CO)C(O)C(O)C1O (stereo not given) was read as STK33 inh -0.7 and Kir21 inh -0.47.
For CCOC(=O)C1(Cc2ccc(OC)cc2)CCN(C(=O)c2cncs2)CC1 the results were STK33 inh -1.5 and Kir21 inh 1.47.
For CC(OC(=O)c1ccc([N+](=O)[O-])o1)C(=O)NC1CCCCC1C (stereo not given) the results were STK33 inh -0.9.
CCCNS(=O)(=O)c1ccc(CCC(=O)NCCc2ccc(OC)c(OC)c2)cc1 was read as STK33 inh -0.1 and Kir21 inh 0.83.
For O=C(CCC1CCN(Cc2ccc(Cl)cc2)CC1)NC1CC1 the results were STK33 inh -0.7 and Kir21 inh 1.21.
`CCOC(=O)c1c(CSc2ccccc2)n(C)c2ccc(O)c(CN3CCOCC3)c12` gave STK33 inh -2.9 and Kir21 inh -5.37*.
`FC(F)(F)c1ccccc1NC(=S)Nc1ccccc1` gave STK33 inh 0.2 and Kir21 inh -0.55.
Cc1ccc(Cl)cc1N1CCN(C(=O)C(C)n2ncn3cccc3c2=O)CC1 (stereo not given) was read as STK33 inh 0.2 and Kir21 inh -0.59.
For COc1cc2c(cc1OC)C(C)N(C(=O)C1COc3ccccc3O1)CC2 (stereo not given) the results were STK33 inh 2.9 and Kir21 inh -3.58.
Screening CC(OC(=O)c1ccc(-n2cnnn2)cc1)C(=O)NCc1ccccc1 (stereo not given) returned STK33 inh -2.8 and Kir21 inh 0.07.
For CCOC(=O)C1Cc2cc3c(cc2C1=O)CC(C(=O)OCC)C3=O (stereo not given) the results were Kir21 inh -1.2.
Screening Cc1cccc(NC(=S)N(C)C2(c3ccccc3Cl)CCCCC2=O)c1 (stereo not given) returned STK33 inh -1.2 and Kir21 inh 0.86.
Screening CCc1cc(C(=O)N2CCc3c([nH]c4ccccc34)C2c2ccc(OC)cc2F)no1 (stereo not given) returned STK33 inh -1.1 and Kir21 inh -0.27.
O=C1c2ccccc2C(=O)C2OC12 (stereo not given) was read as STK33 inh -1.0 and Kir21 inh -3.68.
Screening C(#Cc1ccccc1)CN1CCCCC1 returned STK33 inh -1.0 and Kir21 inh 0.46.
COC(=O)c1cc(S(=O)(=O)N2CCN(c3ccc([N+](=O)[O-])cc3)CC2)c[nH]1 was read as STK33 inh -0.8 and Kir21 inh 1.21.
`Cc1cccc(NS(=O)(=O)c2c(C(=O)N3CCOCC3)c(C)n(C)c2C)c1C` gave STK33 inh -1.7 and Kir21 inh 1.05.
`CNC(=O)c1c(NC(=O)c2cccc(N3C(=O)CCC3=O)c2)sc2c1CCC2` gave STK33 inh -1.0 and Kir21 inh -0.23.
`CCc1nnc(NC(=O)CCS(=O)(=O)c2ccc(C)cc2)s1` gave STK33 inh -0.6 and Kir21 inh -0.65.
CCN1CCN(c2ccc(S(=O)(=O)N3CCCCC3)cc2NC(=O)C(C)Oc2ccc(F)cc2)CC1 (stereo not given) was read as STK33 inh 0.3 and Kir21 inh -5.19*.
COc1ccccc1C(c1nnnn1CS(=O)(=O)c1ccc(C)cc1)N1CCSCC1 (stereo not given) was read as STK33 inh -0.3 and Kir21 inh 1.08.
`CC(=O)c1ccccc1OC(=O)c1ccc([N+](=O)[O-])o1` gave STK33 inh -1.3 and Kir21 inh -0.55.
`O=C(/C=C/c1ccccc1)OCCN1C(=O)c2ccccc2C1=O` gave STK33 inh 0.6 and Kir21 inh 0.
For CSc1ccccc1NC(=O)CSc1cccc[n+]1[O-] the results were STK33 inh 0.7.
`CCOc1ccccc1CNC(=O)c1cc2occc2n1C` gave STK33 inh -2.2 and Kir21 inh 0.77.
COc1cc(O)c(C(CCN2CCN(c3ccccc3)CC2)c2cc(OC)c(OC)c(OC)c2)c(OC)c1 (stereo not given) was read as STK33 inh 0.0 and Kir21 inh -0.76.
Screening CCn1c(COc2ccc(C)cc2)nnc1SCC(=O)NCc1ccco1 returned STK33 inh -0.7 and Kir21 inh -0.46.
Cc1ccc2c(c1)sc1nc(=O)ccn12 was read as STK33 inh -4.3 and Kir21 inh -0.47.
`CC(=O)Cc1nsc(NC(=O)c2ccccc2)n1` gave STK33 inh 4.2 and Kir21 inh -0.41.
Screening COc1ccc([C@H]2CC(=O)C=C(c3ccc4c(c3)OCO4)C2)cc1 returned STK33 inh 0.4.
CS(=O)(=O)N(CC(=O)N1CCN(c2ccccc2F)CC1)c1ccc2c(c1)OCCO2 was read as Kir21 inh 0.35.
`CCO/C=N/c1c(C#N)c2c(c(=S)n1C)COC(C)(C)C2` gave STK33 inh -1.6 and Kir21 inh 0.45.
Screening Cc1ccc(NC(=O)CNC(=O)c2ccco2)cc1 returned STK33 inh 0.9 and Kir21 inh 0.76.
Screening C=CCn1c(N)c(C(=O)NC2CCCCC2)sc1=S returned STK33 inh -1.7 and Kir21 inh 0.26.
CCOc1ccc(NC(=O)CC2C(=O)N(C)C(=S)N2CCCc2ccccc2)cc1 (stereo not given) was read as STK33 inh -1.7 and Kir21 inh -1.15.
For CC(C)N1CCc2c(sc(NC(=O)c3ccc([N+](=O)[O-])o3)c2C(N)=O)C1 the results were STK33 inh 0.3 and Kir21 inh 0.88.
N#CCCn1nc(-c2ccccc2)cc1-n1c(C(F)(F)F)nc2ccccc21 was read as STK33 inh 4.4 and Kir21 inh 0.27.

In the list so far, these have an aryl thioether with sulfur outside any ring:
Screening CCC(C)NC(=O)NC(=O)CSc1nnc(-c2ccccc2F)n1C1CC1 (stereo not given) returned STK33 inh 0.1 and Kir21 inh -0.12.
COc1ccc(CCN2C(=O)CC(Sc3ncccc3C(=O)O)C2=O)cc1OC (stereo not given) was read as STK33 inh -1.2 and Kir21 inh 0.54.
Screening Cc1ccc(SCCNS(C)(=O)=O)cc1 returned STK33 inh -0.2 and Kir21 inh 0.18.
For CSc1ccccc1NC(=O)c1cc(CC(C)C)on1 the results were STK33 inh -0.4 and Kir21 inh -0.23.
CCn1nnnc1SCC(=O)N1CCN(c2ccccc2)CC1 was read as STK33 inh -0.2 and Kir21 inh 0.38.
`CCNc1nc(NCC)nc(SCC(C)=O)n1` gave STK33 inh 0.5 and Kir21 inh 1.57.
`CCOC(=O)c1c(CSc2ccccc2)n(C)c2ccc(O)c(CN3CCOCC3)c12` gave STK33 inh -2.9 and Kir21 inh -5.37*.
For CSc1ccccc1NC(=O)CSc1cccc[n+]1[O-] the results were STK33 inh 0.7.
Screening CCn1c(COc2ccc(C)cc2)nnc1SCC(=O)NCc1ccco1 returned STK33 inh -0.7 and Kir21 inh -0.46.
